Source: PubChem BioAssay (National Center for Advancing Translational Sciences (NCATS))
Chronic BCR inh: inhibitors of chronic active B-cell receptor signaling; ABC-DLBCL IkBa-CBG/CBR reporter, luminescence ratio, 4 h; Potency, µM (highest dose often 46.1 µM), for the others: top-dose ratio change, negative = lower green/red ratio, actives largely listed as inhibitors; hit rate 0.05% among 340,000; AID 493014; active = well fitted inhibition curve with a large enough effect in the signal ratio, with a control signal flat, not every such curve was filed as active; inconclusive = small, poorly fitted or top-dose-only effect, or effect the other way, or a change in a side signal; the % refers to the signal ratio;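 note: potency is the fitted concentration of half-maximal effect; plate controls were basal doxycycline-induced cells for no effect and cells given 10 µM MG132 for full effect; MG132 reads +100%, hits lower the ratio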
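Cell line TMD8 (human ABC DLBCL), stably expressing tet-inducible CBG68-IkBa fusion and CBR; IMDM/0.5% FBS; cpd up to 46 uM; dox induction, 4 h, 37C/5% CO2; dual luminescence; green/red ratio; MG132 control.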
Menin-MLL TR inh: menin-MLL binding inhibition, Texas Red mutant peptide; hit rate 0.23% among 270,000; AID 1768; O00255; Menin + Texas Red MLL mutant peptide, fluorescence polarization; Potency, µM (doses to about 61.6 µM), inactives show at the top dose FP activity change, negative = inhibition, hits mostly inhibitors; active = well fitted inhibition curve with a large enough effect in the polarisation, with a control signal flat, not every such curve was filed as active; inconclusive = small, poorly fitted or top-dose-only effect, or effect the other way, or a change in a side signal; inactive = no such curve, though single readings can be large or run the other way; the % refers to the polarisation; note: potency is the fitted concentration of half-maximal effect; % of control where 0% means no effect; many of its hits are not listed in these tables
PKM2 activator: activators of human pyruvate kinase M2 | P14618 | purified PKM2, Kinase-Glo ATP luminescence, activation; response scale: 0% is enzyme alone, no compound | Potency, µM (doses to about 57.5 µM), for inactives: at the highest dose activation, actives largely listed as activators | hit rate 0.34% among 260,000 | AID 1631; note: potency is the fitted concentration of half-maximal effect; % is set by controls: 0 for no effect and ±100 for the full control effect; nearly all actives have a fitted effect of over 55% in size
Target sequence (P14618 whole entry, looked up): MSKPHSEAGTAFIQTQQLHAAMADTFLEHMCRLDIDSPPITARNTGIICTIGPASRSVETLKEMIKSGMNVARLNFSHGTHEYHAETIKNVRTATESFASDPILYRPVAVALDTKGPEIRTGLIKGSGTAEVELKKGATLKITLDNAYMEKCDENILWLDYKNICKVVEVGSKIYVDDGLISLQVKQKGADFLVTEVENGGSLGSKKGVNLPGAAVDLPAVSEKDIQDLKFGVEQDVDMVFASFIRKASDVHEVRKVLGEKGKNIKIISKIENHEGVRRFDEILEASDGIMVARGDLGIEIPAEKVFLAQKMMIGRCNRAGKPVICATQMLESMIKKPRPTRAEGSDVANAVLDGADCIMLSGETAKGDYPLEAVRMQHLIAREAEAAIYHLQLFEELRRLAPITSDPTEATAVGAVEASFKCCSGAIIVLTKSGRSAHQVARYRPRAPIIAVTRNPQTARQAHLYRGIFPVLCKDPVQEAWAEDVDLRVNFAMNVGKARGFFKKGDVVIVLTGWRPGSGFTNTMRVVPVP
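ATP formation by purified human PK-M2, quantified via coupled luciferase luminescence after 1 h at room temperature with 0.1 mM ADP and 0.5 mM PEP final.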
ASM inhibitor: blocks human secretory acid sphingomyelinase; hit rate 0.006% among 340,000; Potency, µM (top dose mostly 57.5 µM), for the others: at the top dose activity change, negative = inhibition, actives largely listed as inhibitors; P17405; placental ASM, HMU-PC fluorogenic substrate, 60 min; note: potency is the fitted concentration of half-maximal effect
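Human placenta-derived ASM preincubated with compound 10 min at room temperature, then reacted with 9 uM (final) fluorogenic HMU-PC substrate for 60 min at 37 C. Stop solution raises pH to 10; fluorescence read at Ex 386/Em 447 nm.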
USP2a inh: blocks human ubiquitin-specific protease USP2a; USP2 core, Ub-CHOP2 coupled fluorogenic reporter, 485/531; AID 463254; hit rate 0.01% among 330,000; Potency, µM (series often up to 38.3 µM), without a hit: at the highest dose activity change, negative = inhibition, hits mostly inhibitors;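 note: potency is the fitted concentration of half-maximal effect; plate controls were DMSO wells for no effect and full inhibition by NEM control for full effect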
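USP2 core (10nM final) preincubated 30min RT with compound in 20mM Tris-HCl pH 8.0, 2mM CaCl2, 2mM beta-mercaptoethanol, 0.05% CHAPS; 25nM Ub-CHOP2 plus 25nM reporter substrate added, fluorescence (Ex485/Em531) read after 60min.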
TSHR antagonist: human thyrotropin receptor antagonism; P16473; TSHR-expressing cells, TSH-stimulated cAMP HTRF, 2 h; active compounds read low; activity change, negative = inhibition, % at 11.5 µM; hit rate 0.2% among 330,000;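 active = activity change below a set negative limit, meaning inhibition stronger than a set level, cut at about -70% in these data; inconclusive = activity change between two set negative limits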; note: % is set by controls: 0 for no effect and ±100 for the full control effect
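Read-out is FRET at 665 nm (cryptate excitation 337 nm) from a cryptate-tagged anti-cAMP antibody, competed by cell cAMP against cAMP-d2. Compounds are tested on freshly harvested TSHR cells challenged with 4nM TSH (EC80) for 2 hours at 37 deg C.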
MBNL1-CUG inh: MBNL1-poly(CUG) RNA binding inhibition | Potency, µM (doses to about 57.5 µM), for the others: top-dose activity change, negative = inhibition, hits mostly inhibitors | Q9NR56 | AID 2675 | hit rate 0.036% among 280,000 | TR-FRET MBNL1-His/biotin-(CUG)12 binding, 665/545 ratio; active = well fitted inhibition curve with a large enough effect in the signal ratio, with a control signal flat, not every such curve was filed as active; inconclusive = small, poorly fitted or top-dose-only effect, or effect the other way, or a change in a side signal; inactive = no such curve, though single readings can be large or run the other way; the % refers to the signal ratio; note: potency is the fitted concentration of half-maximal effect; % is set by controls: 0 for no effect and ±100 for the full control effect
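Inhibition of protein-RNA binding appears as loss of TR-FRET between terbium anti-His antibody on MBNL1-His and streptavidin-XL665 on biotin-(CUG)12. Activity is normalized to buffer-only and uninhibited-complex controls.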
Eya2 inh: inhibitors of human Eya2 phosphatase activity | O00167 | recombinant Eya2, OMFP fluorescence dephosphorylation (OMFP is methylfluorescein phosphate) | Potency, µM (top dose mostly 76.9 µM), without a hit: at the top dose activity, negative = inhibition, most hits filed as inhibitors | hit rate 0.006% among 330,000 | AID 488837; note: potency is the fitted concentration of half-maximal effect; % is set by controls: 0 for no effect and ±100 for the full control effect
Target sequence (O00167 whole entry, looked up): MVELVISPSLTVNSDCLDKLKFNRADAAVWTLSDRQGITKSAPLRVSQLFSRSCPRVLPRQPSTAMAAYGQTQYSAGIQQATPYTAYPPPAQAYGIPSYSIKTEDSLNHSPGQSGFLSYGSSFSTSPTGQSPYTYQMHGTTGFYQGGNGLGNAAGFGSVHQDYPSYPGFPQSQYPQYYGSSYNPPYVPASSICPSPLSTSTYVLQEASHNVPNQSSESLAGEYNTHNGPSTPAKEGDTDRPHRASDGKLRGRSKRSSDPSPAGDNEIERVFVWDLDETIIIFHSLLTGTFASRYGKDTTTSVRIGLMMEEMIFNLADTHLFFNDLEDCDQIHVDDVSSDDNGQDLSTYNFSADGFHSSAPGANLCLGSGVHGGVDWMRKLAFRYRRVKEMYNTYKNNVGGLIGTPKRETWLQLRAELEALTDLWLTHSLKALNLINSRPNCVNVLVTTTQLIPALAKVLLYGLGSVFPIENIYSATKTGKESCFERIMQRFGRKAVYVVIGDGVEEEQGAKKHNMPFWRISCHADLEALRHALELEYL
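Eya2 (0.2 uM) preincubated 10 min at ambient with compound, then OMFP substrate added at 50 uM; 10 min reaction in 50 mM HEPES pH 7.5, 50 mM NaCl, 5 uM MgCl2, 0.05% BSA, 1 mM DTT. Fluorescence read at Ex 485/Em 525 nm.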
GALK inhibitor: blocks human galactokinase activity; Purified GALK, Kinase-Glo residual ATP luminescence; Potency, µM (highest dose often 57.5 µM), without a hit: top-dose activity change, negative = inhibition, hits mostly inhibitors; P51570; hit rate 0.007% among 270,000; AID 1868; note: potency is the fitted concentration of half-maximal effect; % is set by controls: 0 for no effect and ±100 for the full control effect
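Galactose (100 uM) and ATP (35 uM) were turned over by 5 nM GALK for 1 h at RT. Kinase-Glo Plus then converted the remaining ATP into a luminescent signal.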
hERG WT inh: blocks the wildtype human KCNH2 potassium channel; hit rate 0.37% among 340,000; Q12809; activity change, % at 1.84 µM; U2OS, BacMam KCNH2, thallium flux FluxOr; active compounds read low;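 active = maximum activity change below -70%; inconclusive = maximum activity change between -70% and -50%; inactive = maximum activity change above -50%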; note: % is set by controls: 0 for no effect and ±100 for the full control effect
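U2OS cells were transduced with wild-type KCNH2 virus (2.03 x 10^8 / mL) for 4 h at room temperature, then cultured overnight at 37 C. Thallium flux was read with FluxOr dye. Rate constants were normalized to DMSO controls.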
Mito fusion act: blocks mitochondrial division or promotes mitochondrial fusion; Potency, µM (highest dose often 46.1 µM), for the others: at the top dose growth rescue (activation), hits mostly activators; hit rate 0.23% among 320,000; S. cerevisiae fusion-defective mutant growth rescue, CellTiterGlo 48 h;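 note: potency is the fitted concentration of half-maximal effect; % of control where 0% means no effect; nearly all actives have a fitted effect of over 45% in size; temperature-sensitive fusion mutants such as fzo1-1 at 37 °C on non-fermentable ethanol glycerol medium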
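Yeast fusion mutant, YPEG (non-fermentable carbon), compound, 48 h at 37C non-permissive; CellTiterGlo added, 10 min RT, luminescence read. Rescued growth = division inhibition.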
Active calls of the source: *; & = joins results of further samples. Unless noted, calls come from the whole dose curve; as a rule, active = well fitted curve in the direction sought with a large enough effect; inconclusive = small, poorly fitted or top-dose-only effect, or another doubt; inactive = no such curve, though single readings can be large; an effect the other way counts as inactive or inconclusive. An excerpt; count on the stated rates, not on these rows.

What do the screens show for `c1ccc(CSc2nc3ncccn3n2)cc1`?
Chronic BCR inh: inconclusive; ASM inhibitor: 1%; USP2a inh: -1%; TSHR antagonist: -6; Eya2 inh: 3%; hERG WT inh: -11; Mito fusion act: 2%

Results for CCCCOC(=O)CCc1c(C)[nH]c(=O)c(C#N)c1C ?
Chronic BCR inh: 14%; Menin-MLL TR inh: -8%; PKM2 activator: -1%; ASM inhibitor: 1%; USP2a inh: 1%; TSHR antagonist: 15; MBNL1-CUG inh: 3%; Eya2 inh: -2%; GALK inhibitor: -1%; hERG WT inh: -1; Mito fusion act: 3%

What do the screens show for `CC(C)c1cccc(O)c(=O)c1`?
Chronic BCR inh: 0%; Menin-MLL TR inh: -17%&6%; PKM2 activator: -3%; ASM inhibitor: 0%; USP2a inh: -2%; TSHR antagonist: -8; MBNL1-CUG inh: -2%; Eya2 inh: 2%; GALK inhibitor: 4%; hERG WT inh: -1; Mito fusion act: 27%

Results for N#Cc1cccc(NC(=O)CNC(=O)Cc2ccccc2)c1 ?
Chronic BCR inh: inconclusive; Menin-MLL TR inh: -19%; ASM inhibitor: 3%; USP2a inh: 0%; TSHR antagonist: -1; MBNL1-CUG inh: -7%; Eya2 inh: 3%; GALK inhibitor: -3%; hERG WT inh: 10; Mito fusion act: 1%

How did CN(Cc1ccccc1)c1ncc(C=O)s1 do in these assays?
Chronic BCR inh: 1%; Menin-MLL TR inh: 5%; PKM2 activator: 14%; ASM inhibitor: 4%; USP2a inh: 0%; TSHR antagonist: -4; MBNL1-CUG inh: inconclusive; Eya2 inh: 3%; GALK inhibitor: 2%; hERG WT inh: -4; Mito fusion act: 0%

What do the screens show for `Cc1ccc(S(=O)(=O)NCC(=O)N2CCOCCOCCOCCOCC2)cc1`?
Chronic BCR inh: -6%; Menin-MLL TR inh: 1%; PKM2 activator: -1%; ASM inhibitor: 1%; USP2a inh: 0%; TSHR antagonist: 1; MBNL1-CUG inh: 0%; Eya2 inh: 4%; GALK inhibitor: 1%; hERG WT inh: -5; Mito fusion act: -5%

How did Cc1c(C(=O)O)[nH]c2ccc([N+](=O)[O-])cc12 do in these assays?
Chronic BCR inh: 16%; Menin-MLL TR inh: inconclusive; PKM2 activator: inconclusive; ASM inhibitor: -2%; USP2a inh: -1%; TSHR antagonist: -16; MBNL1-CUG inh: inconclusive; Eya2 inh: 3%; GALK inhibitor: -3%; hERG WT inh: -1; Mito fusion act: 13%

How did CCCCCCn1c(CN2CCCCC2C)nc2c1c(=O)n(C)c(=O)n2C (stereo unspecified) do in these assays?
Chronic BCR inh: 8%; Menin-MLL TR inh: 1%; PKM2 activator: 12%; ASM inhibitor: 7%; USP2a inh: -1%; TSHR antagonist: -4; MBNL1-CUG inh: 10%; Eya2 inh: 4%; GALK inhibitor: -4%; hERG WT inh: 2; Mito fusion act: -1%

What do the screens show for `Cc1cc(NC(=O)CCC(=O)N(Cc2cccs2)C(C(=O)NC2CCCC2)c2cccnc2)no1` (stereo unspecified)?
Chronic BCR inh: 7%; Menin-MLL TR inh: -2%; PKM2 activator: -2%; ASM inhibitor: 2%; USP2a inh: 2%; TSHR antagonist: 2; MBNL1-CUG inh: 5%; Eya2 inh: -11%; GALK inhibitor: 2%; hERG WT inh: -6; Mito fusion act: -1%

How did O=C(NCCCO)c1cc2c([nH]c3ccccc32)c(-c2ccccc2)n1 do in these assays?
Chronic BCR inh: 10%; Menin-MLL TR inh: 10%; ASM inhibitor: 4%; USP2a inh: 0%; TSHR antagonist: 7; MBNL1-CUG inh: -10%; Eya2 inh: 6%; GALK inhibitor: -3%; hERG WT inh: 6; Mito fusion act: 13%

How did Cc1ccccc1Cn1c(=O)[nH]c2ccccc21 do in these assays?
Chronic BCR inh: 1%; PKM2 activator: -8%; ASM inhibitor: 3%; USP2a inh: 5%; TSHR antagonist: -9; MBNL1-CUG inh: -3%; Eya2 inh: 0%; GALK inhibitor: 2%; hERG WT inh: -6; Mito fusion act: 8%

How did CN(C(=O)CSc1nnc(-c2ccncc2)n1-c1ccccc1)C1CCS(=O)(=O)C1 (stereo unspecified) do in these assays?
Chronic BCR inh: -4%; PKM2 activator: -3%; ASM inhibitor: 19%; USP2a inh: 1%; TSHR antagonist: 10; MBNL1-CUG inh: -1%; Eya2 inh: -21%; GALK inhibitor: 0%; hERG WT inh: -26; Mito fusion act: -3%

How did O=C(OCCN1CCN(C2=NS(=O)(=O)c3ccccc32)CC1)c1ccccc1F do in these assays?
Chronic BCR inh: 0%; Menin-MLL TR inh: -9%; PKM2 activator: 3%; ASM inhibitor: 1%; USP2a inh: 1%; TSHR antagonist: inconclusive; MBNL1-CUG inh: -10%; Eya2 inh: -4%; GALK inhibitor: -10%; hERG WT inh: 11; Mito fusion act: 5%

How did O=C(Nc1ccc2c(c1)Cc1ccccc1-2)c1cccnc1 do in these assays?
Chronic BCR inh: inconclusive; Menin-MLL TR inh: inconclusive; PKM2 activator: -7%; ASM inhibitor: 16%; USP2a inh: 1%; TSHR antagonist: -8; MBNL1-CUG inh: 0%; Eya2 inh: -5%; GALK inhibitor: 1%; Mito fusion act: 5%

How did S=c1[nH]ccn1-c1cccc(Cl)c1Cl do in these assays?
Chronic BCR inh: -3%; PKM2 activator: 1%; ASM inhibitor: 0%; USP2a inh: -1%; TSHR antagonist: -1; MBNL1-CUG inh: -7%; Eya2 inh: 5%; GALK inhibitor: 2%; hERG WT inh: -1; Mito fusion act: 1%

How did CC(C(=O)N1CCN(c2ccccc2F)CC1)c1ccc([N+](=O)[O-])cc1 (stereo unspecified) do in these assays?
Chronic BCR inh: -1%; Menin-MLL TR inh: -14%; PKM2 activator: 4%; ASM inhibitor: 0%; USP2a inh: -3%; TSHR antagonist: 13; MBNL1-CUG inh: inconclusive; Eya2 inh: -13%; GALK inhibitor: 3%; hERG WT inh: -2; Mito fusion act: 4%

How did COc1cc(-c2nn3c(-c4ccccc4)nnc3s2)cc(OC)c1OC do in these assays?
Chronic BCR inh: inconclusive; Menin-MLL TR inh: -10%; PKM2 activator: -7%; ASM inhibitor: 0%; USP2a inh: 2%; TSHR antagonist: -8; MBNL1-CUG inh: -7%; Eya2 inh: 26%; GALK inhibitor: 4%; hERG WT inh: -10; Mito fusion act: 13%

What do the screens show for `O=C(CSc1nc2[nH]c(=O)cc(O)c2s1)Nc1ccc(Cl)c(C(F)(F)F)c1`?
Chronic BCR inh: 2%; ASM inhibitor: -10%; USP2a inh: 4%; TSHR antagonist: 13; Eya2 inh: 0%; hERG WT inh: -6; Mito fusion act: -3%

Results for Cc1ccc(NS(=O)(=O)c2cc(C(=O)O)ccc2Cl)c(C)c1 ?
Chronic BCR inh: 1%; Menin-MLL TR inh: -8%; PKM2 activator: -1%; ASM inhibitor: 2%; USP2a inh: 4%; TSHR antagonist: -19; MBNL1-CUG inh: inconclusive; Eya2 inh: -7%; GALK inhibitor: -3%; hERG WT inh: -8; Mito fusion act: -1%

How did CC(C)OC(=O)CSc1nnc(-c2cccnc2)n1N do in these assays?
Chronic BCR inh: -1%; Menin-MLL TR inh: 0%; PKM2 activator: -1%; ASM inhibitor: 3%; USP2a inh: 0%; TSHR antagonist: 10; MBNL1-CUG inh: -3%; Eya2 inh: -2%; GALK inhibitor: 2%; hERG WT inh: -1; Mito fusion act: 1%

Results for CC(C)Cc1cc(C(=O)Nc2c(F)cc(F)cc2Br)no1 ?
Chronic BCR inh: inconclusive; Menin-MLL TR inh: -10%; PKM2 activator: 5%; ASM inhibitor: -1%; USP2a inh: 4%; TSHR antagonist: -9; MBNL1-CUG inh: inconclusive; Eya2 inh: -5%; GALK inhibitor: -2%; hERG WT inh: -4; Mito fusion act: -3%

How did O=C(NCC1CCCCC1)c1cc([N+](=O)[O-])ccc1N1CCOCC1 do in these assays?
Chronic BCR inh: -12%; Menin-MLL TR inh: 5%; PKM2 activator: 1%; ASM inhibitor: -3%; USP2a inh: 0%; TSHR antagonist: 10; MBNL1-CUG inh: inconclusive; Eya2 inh: -1%; GALK inhibitor: 11%; hERG WT inh: 1; Mito fusion act: 3%

How did CCOC(=O)C1CCCN(c2c(NCCC(C)C)c(=O)c2=O)C1 (stereo unspecified) do in these assays?
Chronic BCR inh: -1%; PKM2 activator: -1%; ASM inhibitor: 2%; USP2a inh: 0%; TSHR antagonist: -2; MBNL1-CUG inh: 4%; Eya2 inh: 2%; GALK inhibitor: -2%; hERG WT inh: -2; Mito fusion act: -1%
